bIAP inh = blocks bovine intestinal alkaline phosphatase activity; purified bovine IAP, CDP-star luminescence, 30 min; inhibition, % at 20 µM; AID 1019; 190,000 tested, under 10 active;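 active means over 50% inhibition of intestinal alkaline phosphatase at 20 µM in the single-dose screen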
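Assay system – bovine IAP enzyme · Quantity – bovine IAP at 1/65,000,000 final dilution · Detection – CDP-star luminescence signal · Times – 30 min reaction at room temperature · Also added – CDP-star substrate at 30 µM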
TR-FRET SRC-2 ct = TR-FRET artefact, counter-screen to PPARgamma/SRC-2 agonist assay; TR-FRET ratio at 8 µM; 200,000 tested, 0.4% active; hits give high values; in the data active means TR-FRET ratio above about 2000; further: inactives centre near 1500
PPARg SRC-3 ag = agonists of human PPARgamma SRC-3 coactivator recruitment. P37231. activation, % at 8 µM. 200,000 tested, 0.26% active. biochemical PPARgamma/SRC-3 coactivator recruitment assay; in the data active means activation above about 23%;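 further: 0% = DMSO and 100% = reference agonist; some compounds past the cut are filed as inactive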
Target sequence (P37231 whole entry, looked up): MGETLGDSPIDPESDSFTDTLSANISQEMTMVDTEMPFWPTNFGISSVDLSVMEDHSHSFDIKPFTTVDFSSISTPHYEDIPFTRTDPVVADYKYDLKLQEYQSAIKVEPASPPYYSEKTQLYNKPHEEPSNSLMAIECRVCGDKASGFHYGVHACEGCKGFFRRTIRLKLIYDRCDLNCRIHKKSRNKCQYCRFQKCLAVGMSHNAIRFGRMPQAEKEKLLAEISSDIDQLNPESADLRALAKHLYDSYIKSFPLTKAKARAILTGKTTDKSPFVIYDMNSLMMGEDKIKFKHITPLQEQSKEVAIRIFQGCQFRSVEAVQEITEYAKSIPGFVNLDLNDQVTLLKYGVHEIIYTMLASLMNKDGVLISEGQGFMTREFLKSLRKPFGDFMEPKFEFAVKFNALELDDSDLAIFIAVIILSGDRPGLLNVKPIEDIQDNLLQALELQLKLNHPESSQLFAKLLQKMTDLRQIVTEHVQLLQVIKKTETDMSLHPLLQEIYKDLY
STAT1 inh = STAT1 signaling inhibition; AID 920; 200,000 tested, 0.35% active; NIH 3T3 STAT1-luciferase reporter, IFN-gamma, luminescence; inhibition, % at 5.5 µM;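 active means inhibition above a set limit, the mean inhibition across all tested compounds plus 3 SD, cut at about 34% in these data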;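 further: 0% = IFN-gamma with DMSO and 100% = IFN-gamma with 300 µM nifuroxazide; values of inactives mirror those of a sister screen read the other way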
ROMK primary = modulates human ROMK potassium channel activity | Tet-inducible ROMK, thallium flux fluorescence; actives lie on both sides | AID 1918 | P48048 | 130,000 tested, 2% active | B-score at 10 µM;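 active means signal ratio slope over the read window, or its plate-corrected B-score, at least 3 SD from the plate mean, either direction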;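 further: B-score of the F/F0 ratio slope over 7 to 12 s after thallium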
bIAP act = intestinal alkaline phosphatase (bovine) activation; activation factor at 20 µM; purified bovine IAP, CDP-star luminescence, 30 min; hits give high values; fold of DMSO-control signal, blank-subtracted; AID 1016; 200,000 tested, 0.17% active;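 active means activation factor of 2 or more at 20 µM, a signal rise over negative controls twice the positive control's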
TNAP act hiacc = activators of human TNAP at high phosphate acceptor concentration | activation factor at 20 µM | purified TNAP, CDP-star luminescence, 1 M DEA, 30 min; hits give high values; 0 = EDTA background, 1 = DMSO-only activity | P05186 | 200,000 tested, under 10 active;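 active means activation factor at least 2 at 20 µM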
Target sequence (P05186 whole entry, looked up): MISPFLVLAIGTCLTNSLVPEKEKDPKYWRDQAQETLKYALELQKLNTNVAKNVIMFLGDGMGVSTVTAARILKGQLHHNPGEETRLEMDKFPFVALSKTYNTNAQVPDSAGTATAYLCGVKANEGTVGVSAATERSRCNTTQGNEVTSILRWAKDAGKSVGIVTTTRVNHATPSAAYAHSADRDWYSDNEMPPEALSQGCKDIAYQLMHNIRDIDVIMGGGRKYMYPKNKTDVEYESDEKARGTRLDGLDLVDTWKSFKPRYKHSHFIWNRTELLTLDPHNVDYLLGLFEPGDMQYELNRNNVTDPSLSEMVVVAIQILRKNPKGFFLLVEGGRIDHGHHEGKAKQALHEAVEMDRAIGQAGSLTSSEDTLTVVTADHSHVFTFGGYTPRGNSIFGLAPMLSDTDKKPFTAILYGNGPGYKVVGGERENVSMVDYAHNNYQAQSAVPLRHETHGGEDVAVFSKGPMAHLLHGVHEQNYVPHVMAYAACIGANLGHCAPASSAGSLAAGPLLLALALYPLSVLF
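Control set: EDTA negative control, DMSO positive control / Assay system: human TNAP / Quantity: TNAP 1/800 final / Evaluation: TNAP activation factor scaled between EDTA and DMSO control wells / Measured by: luminescent substrate turnover signal / Compound dosing: one dose, 20 µM / Times: 30 min enzyme reaction at room temperature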
STAT3 act = increases IL-6 driven STAT3 reporter signal. 190,000 tested, 0.91% active. AID 871. activation (% of control), % at 5.6 µM. U3A cells, IL-6 STAT3-luciferase reporter, luminescence; 100% = signal with IL-6 EC80 alone;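 active means activation above the screen-wide mean of compound activation plus 3 SD, cut at about 130% in these data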;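 further: 0% = background luminescence of wells with medium and substrate only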
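Test system: Human STAT1-deficient U3A cells with stable STAT3-luciferase reporter | Also added: Interleukin-6, 33 ng/mL | Timing: Compound pre-incubation 1 h before IL-6, then 6 h stimulation at 37 °C | Technique: Luciferase reporter luminescence | Read-out: Percent of IL-6-only median luminescence | Benchmarks: IL-6-only wells as 100% reference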
PPARg SRC-1 ag = PPARgamma-driven SRC-1 recruitment agonism; activation, % at 8 µM; PPARgamma-SRC-1 coactivator recruitment biochemical assay; AID 631; 200,000 tested, 0.41% active; in the data active means activation above about 19%;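 further: 0% = DMSO and 100% = reference agonist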
PPARg SRC-2 ag = agonists of SRC-2 recruitment by human PPARgamma; P37231; PPARgamma LBD-SRC-2 recruitment, biochemical; activation, % at 8 µM; 200,000 tested, 0.34% active; in the data active means activation above about 22%;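 further: 0% = vehicle and 100% = reference agonist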
STAT3 blocker = STAT3 signaling inhibition; U3A cells, IL-6 STAT3-luciferase reporter, luminescence; host cell line lacks STAT1; inhibition, % at 5.5 µM; 190,000 tested, 0.89% active;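 active means inhibition above the mean inhibition across all screened compounds plus 3 SD, cut at about 44% in these data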;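 further: 0% = DMSO only wells and 100% = 100 µM nifuroxazide control wells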
* = called active by the depositor; x = no result given. Some of the compounds tested; the hit share may differ from the screen's.

SMILES	bIAP inh	TR-FRET SRC-2 ct	PPARg SRC-3 ag	STAT1 inh	ROMK primary	bIAP act	TNAP act hiacc	STAT3 act	PPARg SRC-1 ag	PPARg SRC-2 ag	STAT3 blocker
c1cncc(CNC2=NCCC2)c1	0	1456	10	5	0.7	1	1	97	10	1	7
COc1ccc(OC)c(N2C(=O)NC(=O)/C(=C/c3ccc([N+](=O)[O-])s3)C2=O)c1	-18	1699	0	3	-0.21	1.2	0.8	98	10	5	8
O=c1c2ccccc2nc(/C=C/c2ccc([N+](=O)[O-])o2)n1-c1ccc(O)cc1	-20	1460	0	-246	-0.16	1.2	0.9	81	6	0	25
CN(C)C(=O)Oc1c(Cl)cc(Cl)c2ccccc12	-2	1403	5	-7	0.72	1	1	110	-2	2	-6
CNc1cc(N2CCN(C)CC2)ccc1[N+](=O)[O-]	26	1469	-1	-3	-1.2	0.7	0.8	95	-2	-7	8
CC(=O)[C@@]1(O)CC[C@H]2[C@@H]3CC=C4C[C@@H](O)CC[C@]4(C)[C@H]3CC[C@@]21C	9	1645	1	4	x	0.9	1	91	7	-1	13
CN1C(=O)N(C)C(=O)C(CCc2ccncc2)(Cc2ccc3c(c2)OCO3)C1=O	-2	1562	-7	-3	x	1	1.1	105	-2	8	4
COc1ccc(CCn2c(O)c(/C=N/NC(=O)c3ccncc3)c(=O)[nH]c2=O)cc1OC	x	1696	4	-5	x	0.3	1	98	1	-1	4
CC(=O)N1N=C2C3CCN(CC3)C2C1c1ccccc1 (stereo not drawn)	5	1496	-4	-4	x	0.9	1	108	-4	-1	-4
O=[N+]([O-])c1ccc(C2[C@H]3C(c4ccccc4)=NC4(CCCC4)N23)cc1 (stereo partly drawn)	12	1704	1	-8	x	0.9	1	102	-1	-3	-3
CC[n+]1c(SC)ccc2cc(OC)ccc21	-10	1619	1	12	x	1.1	1.1	104	7	4	-2
CC(NC(=O)Oc1ccccc1)C(c1cccs1)N1CCOCC1 (stereo not drawn)	14	1592	8	-12	0.023	0.9	1	104	-2	11	-1
COc1ccccc1CCNC1C2CC3CC(C2)CC1C3 (stereo not drawn)	6	1492	-1	-4	-2.2	0.9	1	96	1	11	6
CN1CCC2(CC1)CC(NC=O)c1ccccc1O2 (stereo not drawn)	-17	1608	-2	5	0.35	1.2	1.1	106	14	3	-4
OC(c1ccc(F)cc1)(c1ccc(F)cc1)[C@@H]1CCCN1	18	1460	13	-2	x	0.8	1.1	99	-2	-3	5
CN(C)P(=NC(=S)c1cccn1C)(N(C)C)N(C)C	12	1462	3	-3	x	0.9	1.1	96	6	6	11
O=C1NC(=S)NC(=O)C1C/C=C/c1ccccc1	-5	1609	10	10	1.7	1	1.1	106	6	6	-8
O=c1c2ccccc2nc(-c2ccc(-c3ccccc3)cc2)n1-c1ccncc1	11	1222	3	-1	x	0.9	1	144*	2	1	-36
COCCN1C(=O)NC(=O)/C(=C\c2ccc(Br)cc2)C1=O	-11	1482	7	-8	0.24	1.1	1	108	-6	4	-8
CCc1ccccc1N1C(=O)CC(=O)NC1=O	12	1479	4	13	x	0.9	1.1	103	7	7	0

In the list so far, these have an aryl methoxy group.
SMILES	bIAP inh	TR-FRET SRC-2 ct	PPARg SRC-3 ag	STAT1 inh	ROMK primary	bIAP act	TNAP act hiacc	STAT3 act	PPARg SRC-1 ag	PPARg SRC-2 ag	STAT3 blocker
COc1ccc(OC)c(N2C(=O)NC(=O)/C(=C/c3ccc([N+](=O)[O-])s3)C2=O)c1	-18	1699	0	3	-0.21	1.2	0.8	98	10	5	8
COc1ccc(CCn2c(O)c(/C=N/NC(=O)c3ccncc3)c(=O)[nH]c2=O)cc1OC	x	1696	4	-5	x	0.3	1	98	1	-1	4
CC[n+]1c(SC)ccc2cc(OC)ccc21	-10	1619	1	12	x	1.1	1.1	104	7	4	-2
COc1ccccc1CCNC1C2CC3CC(C2)CC1C3 (stereo not drawn)	6	1492	-1	-4	-2.2	0.9	1	96	1	11	6

Going on with the list.
SMILES	bIAP inh	TR-FRET SRC-2 ct	PPARg SRC-3 ag	STAT1 inh	ROMK primary	bIAP act	TNAP act hiacc	STAT3 act	PPARg SRC-1 ag	PPARg SRC-2 ag	STAT3 blocker
CC(=O)c1ccc2c(c1)OCO2	8	1394	-1	7	3*	0.9	1	96	-12	2	16
COc1cc(CN2C(=O)NC(=O)C3(Cc4cc(C)ccc4N(C)C3)C2=O)cc(OC)c1 (stereo not drawn)	7	1528	3	4	x	0.9	1	105	10	2	-1
COc1cccc(CCNCc2c(F)cccc2F)c1	-8	1607	1	-10	-0.89	1.1	1	103	7	0	-3
CCc1cc2c(N3CCN(C)CC3)ncnc2s1	4	1765	-2	6	0.25	1	1	98	-2	10	6
Cn1c(CN2CCN(C(=O)COc3ccccc3)CC2)nc2cc([N+](=O)[O-])ccc21	2	1572	-2	2	0.034	1	1	98	-1	6	6
CSc1ccccc1C(=O)C1CCCN(Cc2ccncc2)C1 (stereo not drawn)	-5	1603	-2	9	0.38	1	1.1	104	2	8	0
COc1cc2[nH]c(=S)n(-c3ccccc3)c(=O)c2cc1OC	2	1469	0	3	0.97	1	1	103	-7	-7	6
Cc1ccc(CC2C(=O)N(C)C(=O)N(C)C2=O)s1	6	1488	-3	6	x	0.9	1	102	-9	-3	1
Cc1nc2ccccc2c(=O)n1-c1cc(F)ccc1F	2	1464	2	-4	0.39	1	1	110	-3	0	-11
C=CCN1C(=O)NC(=O)/C(=C\c2ccc(-c3ccccc3[N+](=O)[O-])o2)C1=O	0	1547	1	3	0.58	1	1	94	2	6	12
O=C(Cn1c(=O)n(CC2CS2)c2ccccc21)N1CCCCCC1 (stereo not drawn)	12	1535	0	6	-0.42	0.9	1.1	107	5	-2	-2
O=C(N/N=C/c1c(O)n(CCC2=CCCCC2)c(=S)[nH]c1=O)c1ccccc1	8	1516	2	-18	x	0.9	1	115	4	4	-14
CN1C(=O)CN=C(c2ccc(Cl)cc2)c2cc(Cl)ccc21	10	1514	-3	-1	x	0.9	1	95	-2	-9	8
COc1ccc(C(=O)CC2C(=O)N(C)C(=O)N(C)C2=O)cc1	16	1665	5	-5	0.012	0.8	0.9	95	2	6	9
Cc1nn(Cc2ccccc2Cl)c(C)c1C(=O)OCC(=O)NC1CCCC(C)C1C (stereo not drawn)	-3	1530	5	3	x	1	1.1	93	4	6	9
Cc1ccsc1C(=O)C1CCCN(Cc2cn(C)nc2C)C1 (stereo not drawn)	-10	1754	0	2	-0.58	1.1	1	101	9	2	5
O=C(COc1ccccc1)N1CCN(CC2CC3C=CC2C3)CC1 (stereo not drawn)	9	1404	4	-3	x	0.9	1	97	5	-8	10
O=C1CC(N2CCC(n3c(=O)[nH]c4ccccc43)CC2)C(=O)N1c1ccc(F)cc1 (stereo not drawn)	-4	1582	4	0	0.88	1	1.1	99	-3	12	5
C=CCn1c(O)c(C(=O)CCCCCC)c(=O)[nH]c1=O	1	1396	-10	-4	x	1	1.1	101	-2	-1	5
O=C1C(=O)c2ccccc2-c2ccccc21	7	1468	2	-4	x	0.9	0.9	88	4	-2	18
O=c1c2ccc(Cl)cc2[nH]c(=S)n1-c1cccnc1	-30	1679	0	11	0.035	1.3	1.1	85	8	10	20
Cc1cc(OCc2cc(C(=O)O)oc2C)c2c3c(c(=O)oc2c1)CCCC3	10	1523	-3	-8	x	0.9	1	102	0	0	-1
COc1ccc(N2CCN(CCCN)CC2)cc1	x	1490	4	-3	x	x	x	92	0	1	12
CC(C)c1ccc(-n2c(O)c(/C=N/NC(=O)c3ccncc3)c(=O)[nH]c2=O)cc1	10	1468	0	3	x	0.9	1	86	-3	3	16
Fc1cccc(F)c1CN1CCN(Cc2c(F)cccc2F)CC1	5	1560	4	5	x	1	1	97	3	-1	10
COc1ccccc1N1CCN(Cc2c(F)cccc2Cl)CC1	-4	1655	9	11	0.5	1	1	101	2	-5	-2
CCN(CC)c1ccc(/C=C2\C(=O)NC(=O)N(CC3CCCO3)C2=O)cc1 (stereo not drawn)	x	1544	3	2	-1.8	0.2	1	92	4	3	11
CN(C)C1(CNC(=O)c2ccc(Cl)c(S(=O)(=O)NCc3ccco3)c2)CCCCC1	6	1639	-2	-2	-0.62	0.9	1	106	-1	3	-7
O=C(C1CC(c2ccc(F)cc2)=NO1)N1CCC2(CC1)OCCO2 (stereo not drawn)	11	1527	-6	-30	x	0.9	1	111	-3	4	-12
O=[N+]([O-])c1ccc(N2CCCCCC2)c2ncccc12	37	1370	1	-3	-0.79	0.6	0.7	97	-6	3	10
CC12CN3C(O)C(C)(C1)CC(C)(C2)C3O (stereo not drawn)	-1	1485	5	0	x	1	1.1	97	5	5	10
Cc1nc2cc(C(=O)N3CCC4(CC3)OCCO4)ccc2n1-c1ccc(Br)cc1	1	1677	10	-3	-2.4*	1	1	109	10	1	-8
Cc1cc(Cl)nc(N)n1	-8	1758	3	1	1.4	1.1	1	101	4	3	8
FC(F)=C(F)CCSc1ncn[nH]1	-6	1572	-4	-1	0.15	1.1	1	105	0	7	0
Cc1cc(/C=C2/C(=O)NC(=O)N(c3ccccc3)C2=O)c(C)n1-c1ccc(F)cc1	x	1442	-1	-3	x	x	x	104	3	2	-2
CCOc1ccc2nc(N=Nc3c(O)[nH]c(=S)[nH]c3=O)sc2c1	34	1755	1	-6	-0.14	0.7	0.5	109	2	5	-3
COc1ccccc1N=Nc1c(O)[nH]c(=S)[nH]c1=O	25	1694	4	-12	-2.7*	0.7	0.6	84	14	5	24
C=CCn1c(O)c(C=NCCCOc2ccc(CC)cc2)c(=O)[nH]c1=S	10	1413	3	3	x	0.9	1	104	4	2	-2
O=C(c1cccc([N+](=O)[O-])c1)C12CN3CN(CN(C3)C1)C2	-2	1391	0	-3	x	1	1	101	-2	-5	4
Cc1ccc(N2C(=O)NC(=O)C(CCc3ccccn3)(Cc3ccc(F)cc3)C2=O)cc1 (stereo not drawn)	7	1633	-2	-3	-0.33	0.9	1	118	-6	5	-14
CCC(=O)N1N=C2C3CCN(CC3)C2C1c1ccccc1 (stereo not drawn)	8	1464	-17	-4	x	0.9	1	108	-4	-9	2
CC1CCCN(CC(=O)N2CCCc3ccccc32)C1 (stereo not drawn)	8	1693	13	4	x	0.9	1	96	5	12	6
Cc1ccc(CN2C3CCCC2CC(NC(=S)NCc2ccccc2)C3)cc1 (stereo not drawn)	-320	1706	3	-4	-3.3	4.2*	1.2	98	10	8	7

An excerpt of the results above:
SMILES	bIAP inh	TR-FRET SRC-2 ct	PPARg SRC-3 ag	STAT1 inh	ROMK primary	bIAP act	TNAP act hiacc	STAT3 act	PPARg SRC-1 ag	PPARg SRC-2 ag	STAT3 blocker
CC1CCCN(CC(=O)N2CCCc3ccccc32)C1 (stereo not drawn)	8	1693	13	4	x	0.9	1	96	5	12	6
Cc1ccc(CN2C3CCCC2CC(NC(=S)NCc2ccccc2)C3)cc1 (stereo not drawn)	-320	1706	3	-4	-3.3	4.2*	1.2	98	10	8	7
